Assay outcomes (PubChem BioAssay)
HTR5A ag ctr = counter-screen for OPRM1-OPRD1 agonists: human HTR5A agonism | P47898 | activation, % at 9.3 µM | 340,000 tested, 0.61% active | HTR5A agonist assay, luminescence, cell-based; in the data active = activation mostly above about 9.5%, no sharp cut-off; inactive = mostly below about 7.6%;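 also: 0% = cells with vehicle only and 100% = reference agonist; strong numbers were not always called active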
Target sequence (P47898 whole entry, looked up): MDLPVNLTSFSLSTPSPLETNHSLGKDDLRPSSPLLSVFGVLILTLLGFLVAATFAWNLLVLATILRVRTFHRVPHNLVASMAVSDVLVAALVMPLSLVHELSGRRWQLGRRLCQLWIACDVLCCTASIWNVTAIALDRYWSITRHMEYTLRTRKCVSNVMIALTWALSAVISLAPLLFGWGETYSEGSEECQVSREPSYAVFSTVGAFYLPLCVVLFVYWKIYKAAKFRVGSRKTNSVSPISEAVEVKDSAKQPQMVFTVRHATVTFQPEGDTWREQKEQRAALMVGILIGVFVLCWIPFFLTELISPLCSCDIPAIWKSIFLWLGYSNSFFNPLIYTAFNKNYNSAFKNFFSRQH
CDK5 p35 inh = inhibitors of human CDK5/p35 kinase; Q00535+Q15078; Recombinant CDK5/p35, ADP-Glo luminescence, 60 min; inhibition, % at 10 µM; 330,000 tested, 0.01% active; AID 488839;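 active = highest replicate inhibition of at least 50% and at least 75% of replicates reaching 50%; inconclusive = only one of the two criteria met; inactive = both criteria failed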;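 also: plate controls were DMSO neutral control for no effect and GW8510 at 10 µM for full effect; many of its hits are not listed in these tables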
MITF TRPM1 HTS = activators of MITF-driven TRPM1 promoter activity in SK-MEL-5 cells; SK-MEL-5 TRPM1-promoter luciferase, 24 h; % of positive control, neutral wells = 0; activation, % at 12.5 µM; 300,000 tested, 0.75% active; AID 588334;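 active = mean activation of at least 80% with every replicate also reaching 80%; inconclusive = mean reaches 80% but some replicate falls short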;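 also: 0% = neutral control wells and 100% = parthenolide positive control wells; values of inactives mirror those of a sister screen read the other way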
SR-BI uptake up = enhances SR-BI lipid uptake from DiI-HDL; CHO ldlA[mSR-BI] cells, DiI-HDL uptake fluorescence, 3 h; 100 = double the neutral-control signal; activation, % at 12.5 µM; 320,000 tested, 0.096% active; AID 504775;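 active = mean replicate activation of at least 60% and every replicate at or above 60%; inconclusive = mean or all-replicate condition met, but not both; inactive = mean below 60% and not all replicates reaching 60%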;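 also: 0% = median plate neutral-control signal and 100% = twice that signal; values of inactives mirror those of a sister screen read the other way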
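material = CHO ldlA[mSR-BI] cells | medium = Ham's F12 with 0.5% BSA, HEPES 25 mM, pH 7.4 | reagent = fluorescent DiI-HDL, 10 µg/mL final | compound dosing = single-point compound dose | incubation = 3 h, 37 °C | measured by = bottom-read fluorescence, 550/595 nm | measure = HDL uptake via cellular fluorescence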
PvdQ acylase = blocks Pseudomonas aeruginosa PvdQ acylase activity; purified PvdQ acylase, fluorescence plate reader; inhibition, % at 10 µM; 340,000 tested, 0.063% active; AID 488965; in the data active = inhibition above about 30%, passing the limit was not always enough; inconclusive = no clear call, values can overlap the other calls;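 also: 0% = vehicle neutral wells and 100% = reference inhibitor wells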
dFosB act = mouse delta FosB homodimer activation; P13346; purified delta FosB, TAMRA-CDK5 oligo fluorescence polarization; percent of positive-control signal above neutral wells; activation, % at 25 µM; 340,000 tested, 0.99% active; AID 493131;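 active = mean activation above about 17%, with every replicate also reaching it, limit read from the data, passing the limit was not always enough; inconclusive = only one of the two conditions met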;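 also: fluorescence polarization rise as delta FosB binds a TAMRA Cdk5 AP-1 oligo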
cardiac RTF act = cardiac RTF calcium sensitization. P19429+P45379. IANBD-labeled TnC RTF fluorescence at EC20 calcium; 0% EC20 calcium, 100% full calcium. activation, % at 7.2 µM. 340,000 tested, 0.24% active. AID 493008;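 active = activation above the mean over all tested compounds plus 3 SD, cut at about 30% in these data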;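 also: rise in fluorescence read as greater calcium sensitivity of cardiac thin filaments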
Rtt109 HAT inh = C. albicans Rtt109 histone acetyltransferase inhibition; Q5AAJ8; purified Rtt109/Vps75, ThioGlo CoA-SH fluorescence, 4 h; inhibition, % at 34.9 µM; 330,000 tested, 0.16% active;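 active = inhibition of at least 50% in every replicate; inconclusive = best replicate reaches 50% inhibition but some replicates fall short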
SR-BI HDL uptake = mouse SR-BI HDL lipid transfer inhibition | 320,000 tested, 0.96% active | ldlA[mSR-BI] CHO cells, DiI-HDL uptake fluorescence, 3 h | inhibition, % at 12.5 µM | Q61009;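 active = mean replicate inhibition of at least 70% and a set share of replicates each scoring 70 or more; inconclusive = meets just one of the two criteria; inactive = fails both criteria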;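 also: 0% = median of neutral control wells and 100% = median of positive control wells; values of inactives mirror those of a sister screen read the other way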
Target sequence (Q61009 whole entry, looked up): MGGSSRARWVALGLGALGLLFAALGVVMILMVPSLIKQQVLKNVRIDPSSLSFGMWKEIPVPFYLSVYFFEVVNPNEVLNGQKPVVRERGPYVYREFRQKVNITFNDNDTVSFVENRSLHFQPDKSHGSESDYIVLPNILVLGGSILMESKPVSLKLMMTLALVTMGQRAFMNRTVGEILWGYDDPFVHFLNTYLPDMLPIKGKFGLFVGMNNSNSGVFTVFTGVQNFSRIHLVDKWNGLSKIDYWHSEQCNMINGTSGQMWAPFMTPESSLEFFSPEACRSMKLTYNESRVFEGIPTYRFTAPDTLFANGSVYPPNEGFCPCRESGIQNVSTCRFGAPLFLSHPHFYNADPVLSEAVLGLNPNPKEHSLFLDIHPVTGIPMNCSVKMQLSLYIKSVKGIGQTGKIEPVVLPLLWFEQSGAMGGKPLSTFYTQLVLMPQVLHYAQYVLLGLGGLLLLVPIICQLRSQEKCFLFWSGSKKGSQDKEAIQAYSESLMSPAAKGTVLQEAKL
Wnt act = activators of Wnt/beta-catenin signaling | Wnt/beta-catenin reporter cell assay, activator, plate reader | activation, % at 9.35 µM | 300,000 tested, 1.2% active | AID 743398; in the data active = activation above about 30%, passing the limit was not always enough; inconclusive = no clear call, values can overlap the other calls;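 also: 0% = neutral control wells and 100% = positive control wells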
* marks the source's active call; other numbers are inactive results; ? = inconclusive; · = no result given.

SMILES	HTR5A ag ctr	CDK5 p35 inh	MITF TRPM1 HTS	SR-BI uptake up	PvdQ acylase	dFosB act	cardiac RTF act	Rtt109 HAT inh	SR-BI HDL uptake	Wnt act
O=C(Cn1nc(C(F)(F)F)c2c1CCCC2)N1CCOCC1	2	-0.4	-19	-10	10	2	3	-10	10	0
O=C(NC1CCCCC1)c1cccc(S(=O)(=O)N2CCOCC2)c1	0	2.7	-1	8	-12	1	2	-4	-8	·
CCOC(=O)c1ccc2nc(Nc3nc4ccc(F)cc4s3)sc2c1	4	-2.1	-95	-1	-8	2	2	8	1	-12
CCOC(=O)CSc1nc2c(sc(=S)n2Cc2ccco2)c(=O)n1-c1ccc(F)cc1	7	-0.2	1	-21	8	2	3	28	21	·
NC1=NC[C@@H](Cc2ccc(O)cc2)N1CCCCC1CCCCC1	-1	1.7	-14	-13	-1	4	-6	33	13	-5
CNC(=S)Nc1sc2c(c1C(=O)OC)CCC2	-1	-0.7	7	4	0	-7	-4	·	-4	0
Cc1cccc(N(CC(=O)N=Nc2c(O)[nH]c3ccccc23)S(C)(=O)=O)c1C	3	-1.5	-2	13	-9	5	-3	-8	-13	·
c1ccc(-c2cc(CSc3nc4ccccc4[nH]3)on2)cc1	1	0.2	-11	-11	-7	-1	9	-27	11	·
CC1CCCC(NC(=O)COC(=O)c2cc(=O)[nH]c3ccccc23)C1C (stereo not drawn)	2	0.7	5	-4	5	1	-3	9	4	1
O=C(Cn1cnc2ccccc2c1=O)NCCC(=O)N1CCN(c2ccccc2)CC1	0	-1.7	0	-10	-1	4	-2	-2	10	-4
Cc1c(Cl)cccc1NC(=S)Nc1ccc2[nH]c(=O)[nH]c2c1	-3	-2.3	-6	-6	-5	-2	-1	-4	6	-1
O=C(CCC1CCCN(C(=O)c2ccc3c(c2)OCO3)C1)NCc1ccc(F)c(F)c1 (stereo not drawn)	3	1.0	22	-13	-9	-5	1	-4	13	17
COC(=O)CSc1nnc(-c2ccc(S(=O)(=O)NCc3ccccc3Cl)cc2)o1	2	-4.9	1	-1	-6	-2	-1	-1	1	·
CCc1noc(C)c1C(=O)OCC(=O)Nc1nc(-c2ccc(F)c(F)c2)cs1	-1	0.8	3	-41	-6	-3	-5	-11	41	-2
O=C(CN1CC(=O)Oc2ccccc21)OCC(=O)c1ccc(F)cc1	0	-0.3	-29	49	-13	-2	0	-2	-49	2
Cc1nn(Cc2ccc(F)cc2)c(Cl)c1/C=N/NC(=O)c1cccnc1	0	1.4	-3	-9	-4	-8	-1	1	9	0
CCN(CC(=O)Nc1c(F)cccc1F)C(=O)c1ccc2c(c1)S(=O)(=O)N=C1CCCCCN12	-3	0.1	-13	13	-5	5	5	0	-13	1
Cc1ccc(Cn2nc(C)c(NC(=O)c3cc(-c4ccco4)on3)c2C)cc1	0	-0.5	-27	-15	-5	1	5	-8	15	-2
Cc1cc(=O)[nH]c(SCC(=O)N(CCC#N)c2ccccc2)c1C#N	3	-4.4	-4	-15	-8	-6	3	2	15	-1
NS(=O)(=O)c1ccc(NC(=O)COC(=O)CCc2c[nH]c3ccccc23)cc1	4	-1.8	-7	-1	-1	-5	-1	-1	1	0
Cc1ccc2c(CN3CCOCC3)cc(=O)oc2c1C	4	1.0	1	-1	-15	-4	2	-4	1	4
CCCCn1c(=O)n(CC(=O)Nc2ccc(C)c(Cl)c2)c(=O)c2c1ncn2Cc1ccco1	12	1.3	-3	7	11	-3	-4	0	-7	-4
Cc1ccccc1OCCCCCn1ccnc1	0	0.5	1	-10	-5	0	1	4	10	·
CCSc1nnc(NC(=O)CCC2CCCCC2)s1	0	1.9	-2	30	7	-9	1	-5	-30	7
CN(C)/C=C(\C#N)C(=O)c1cccc(Oc2ccc(Br)cc2)c1	-2	-0.5	7	-1	-12	-8	4	2	1	-3
Cc1ccc(S(=O)(=O)NCCNC(=O)CN2CCCC2)cc1	2	2.3	6	8	-7	0	-10	-4	-8	-7
Cc1ccc2c(O)c(Cc3ccccc3)c(=O)[nH]c2n1	-2	-0.8	·	-8	-5	-2	1	3	8	1
O=[N+]([O-])c1ccc(-c2nc(Nc3cccc(O)c3)c3ccccc3n2)cc1	2	1.1	-2	-72	-11	-2	-3	-10	72*	-8
CC1(C2CC(C(F)(F)F)n3nc(C(=O)O)cc3N2)CC1 (stereo not drawn)	1	1.9	1	17	-1	4	-3	3	-17	-2
Cc1cc(C)n(CC(=O)c2cccc([N+](=O)[O-])c2)n1	1	1.7	-9	2	-21	1	4	-14	-2	0
C/C(=N/NC(=O)NC12CC3CC(CC(C3)C1)C2)c1ccccc1	6	-0.1	-8	26	-11	-3	-2	10	-26	0
CCCn1c(SCC(=O)c2cc(OC)ccc2OC)nc2c1c(=O)n(C)c(=O)n2C	2	-1.3	-6	20	-15	-1	0	6	-20	·
COc1ccc(/C=N/NC(=O)c2ccccc2)cc1CN1CCN(c2ccc(F)cc2)CC1	-4	1.6	26	-5	16	2	1	-3	5	-5
CC(=O)Nc1ccc(NC(=O)CSc2cn(CC(=O)N3CCOCC3)c3ccccc23)cc1	0	·	0	-17	-5	-3	0	8	17	0
C/C(=N\OC(=O)c1ccc(F)cc1)c1sc(-c2ccc(Cl)cc2)nc1C	2	3.4	72	26	-13	4	-2	-4	-26	51*
CC1CCCN(S(=O)(=O)c2ccc(C(=O)Nc3sc4c(c3C(N)=O)CCN(C)C4)cc2)C1 (stereo not drawn)	4	-2.1	-7	22	6	-12	7	2	-22	0
O=C1[C@H](Cc2ccccc2)NCCCC[C@H](c2ccc(Cl)cc2)N1Cc1ccc(Cl)cc1	1	0.6	-6	14	-14	-3	13	3	-14	-9
Cc1cccc2[nH]c(CN(C)Cc3nc(CC4CC4)no3)nc12	-3	0.5	-2	9	8	-1	-2	4	-9	0
O=C(NCCCn1ccnc1)c1sc2cccc(F)c2c1Cl	3	-0.3	-8	15	2	-9	-2	6	-15	·
COc1ccc(C2=NOC(C(=O)Nc3cccc(O)c3)C2)cc1 (stereo not drawn)	-2	1.3	1	-1	7	-1	-2	4	1	0
CCN1CCN(Cc2ccc(OCc3ccccc3)c(OC)c2)CC1	1	-1.4	76	14	-9	-7	-3	5	-14	17
O=C(OCc1nc2ccccc2s1)c1ccc(Br)o1	0	0.1	3	5	11	-8	1	7	-5	17
N#CC1(C#N)CC(C=O)=C(N)C1(C#N)CC(=O)C12CC3CC(CC(C3)C1)C2 (stereo not drawn)	2	-1.0	-32	-2	-22	-11	2	-4	2	1
CCOc1ccccc1OCCCC(=O)N(C)CC(=O)Nc1cc(C)ccc1C	6	-0.3	-5	-51	-14	-12	9	5	51	-2
S=C(c1ccc(-c2cccc(Cl)c2)o1)N1CCOCC1	-3	-0.4	139*	-49	-9	-6	-6	1	49	-3
Cc1ccnc(NC(=O)c2ccc([N+](=O)[O-])o2)c1	6	0.9	-11	8	10	-1	5	9	-8	?
Cc1ccc(-n2nc3c(N4CCC(C(=O)N5CCCCCC5)CC4)nnc(C)c3c2C)cc1	4	·	4	-32	3	-2	1	19	32	·
CCCCOP(=O)(c1ccc(N(C)C)cc1)C(O)c1ccc(C(C)C)cc1 (stereo not drawn)	-2	7.1	5	1	14	-2	1	17	-1	-2
Cc1cc(-c2ccc(S(=O)(=O)N3CCN(c4cccc(C)c4C)CC3)s2)on1	3	-1.4	-15	·	-11	-1	-1	-7	·	-1
CCCc1cc(=O)[nH]c(SCC(=O)c2cc(C)n(C3CC3)c2C)n1	4	0.0	3	19	-14	-5	0	4	-19	-4
CCC(=O)N1CCc2cc(S(=O)(=O)N3CCN(C(=O)c4ccco4)CC3)ccc21	0	-0.8	-4	5	-5	-4	2	0	-5	0
Cc1ccc2[nH]c3c(c2c1)CCCC3NCCO (stereo not drawn)	-2	-0.3	4	2	-9	-5	1	7	-2	3
Cc1nc(C(C)NC(=O)c2cc(COc3ccc(F)c(F)c3)on2)cs1 (stereo not drawn)	-1	2.5	0	-8	-4	-9	4	-3	8	-1
COc1ccccc1NC(=O)/C(=C\c1cccnc1)NC(=O)c1ccccc1	-1	-3.0	-2	0	-10	-8	-1	1	0	0
O=S(=O)(c1ccc(Cl)cc1)N1CCN(C(=S)NCC2CCCO2)CC1 (stereo not drawn)	2	0.4	-1	1	-8	-13	-3	1	-1	-2
Cc1ccc(C(=O)N(C)CC(=O)Nc2ccc(N3CCOCC3)cc2)s1	1	2.1	28	17	18	-1	-3	0	-17	4
Cc1ccc(S(=O)(=O)N2CCC(=O)N(C(COCc3ccc(C(F)(F)F)cc3)Cc3ccccc3)CC2)cc1 (stereo not drawn)	2	1.2	-10	-1	-15	-10	-7	-9	6	-12
CCCCn1c(=O)[nH]c2ccccc21	3	0.5	7	-4	2	4	-5	-8	4	-1
C=CCC(NCc1ccco1)c1ccc(OC)c(OC)c1 (stereo not drawn)	-5	0.5	·	5	-2	-2	1	·	-5	7
CCCCNS(=O)(=O)c1ccc(NC(=O)c2cccs2)cc1	0	2.1	9	-10	9	-8	3	10	10	-2

The listing continues.
SMILES	HTR5A ag ctr	CDK5 p35 inh	MITF TRPM1 HTS	SR-BI uptake up	PvdQ acylase	dFosB act	cardiac RTF act	Rtt109 HAT inh	SR-BI HDL uptake	Wnt act
CC(C)CC(=O)Nc1ccc2c3c(cccc13)CC2	3	-2.6	4	6	-15	-1	0	-4	-6	1
O=C(Nc1nc2ccccc2[nH]1)c1ccc([N+](=O)[O-])cc1	2	1.7	50	-6	-8	4	0	-4	6	15
Cc1cccc(N(CC(=O)NC(C)C)C(=O)CCC(=O)Nc2nccs2)c1	-1	-1.3	·	3	-7	-6	-5	-4	-3	0
O=C(c1ccc(S(=O)(=O)Nc2ccc(F)cc2)cc1)N1CCN(C(=O)c2ccco2)CC1	-2	-0.8	-12	-14	-17	-9	0	2	14	·
COc1ccccc1OC1OC2COC(c3ccco3)OC2C(O)C1NC(C)=O (stereo not drawn)	-4	-0.3	3	20	-12	-3	-5	-10	-20	-2
Cc1cc2ccccc2n1CCC(=O)O	5	-1.9	14	16	-18	7	0	-5	-16	0
O=C(CN1C(=O)CSc2ccccc21)N/N=C/c1ccco1	2	0.6	·	6	7	-1	3	21	-6	0

A second format for 2 compounds above:
Fields – HTR5A ag ctr	CDK5 p35 inh	MITF TRPM1 HTS	SR-BI uptake up	PvdQ acylase	dFosB act	cardiac RTF act	Rtt109 HAT inh	SR-BI HDL uptake	Wnt act
- CC(C)CC(=O)Nc1ccc2c3c(cccc13)CC2
→ 3	-2.6	4	6	-15	-1	0	-4	-6	1
- O=C(c1ccc(S(=O)(=O)Nc2ccc(F)cc2)cc1)N1CCN(C(=O)c2ccco2)CC1
→ -2	-0.8	-12	-14	-17	-9	0	2	14	·
